Screens deposited in PubChem by several laboratories.
MT1-MMP act inh = inhibitors of human MT1-MMP activation | P50281 | AID 651647 | GFP/RFP ratio change, % at 20 µM | HT1080 RFP-PRO-GFP cells, GFP/RFP ratio fluorescence, overnight; percent of plate control window, DMSO zero | hit rate 0.061% among 360,000;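 active = GFP/RFP ratio change of at least 30% with cell ATP level not reduced by more than half and red fluorescence within 50% of control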; note: strong numbers were not always called active
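Test system: HT1080 RFP-PRO-GFP cells; Benchmarks: DMSO and RFP-L50D-GFP cell wells; Timing: cells overnight before dosing, compound overnight, 37 °C, 5% CO2; Compound: one 20 µM compound dose with 1% DMSO; Read-out: GFP/RFP fluorescence ratio.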
Neddylation inh = cullin neddylation inhibition; calls only at 25 µM; hit rate 0.58% among 360,000; TR-FRET cullin neddylation, biochemical; P61081+Q13564; in the data active = inhibition above about 36%
Rin1 Abl inh = blocks binding of human Rin1 to Abl | hit rate 0.4% among 360,000 | AID 588664 | P00519+Q13671 | inhibition, % at 7.35 µM | TR-FRET Rin1/Abl binding, biochemical; in the data active = inhibition above about 5%, passing the limit was not always enough
PABP1 MLLE inh = blocks PAM2 peptide binding to the PABP1 MLLE domain | GST-MLLE / FITC-PAM2 fluorescence polarization | inhibition, % at 20 µM | hit rate 0.36% among 360,000; in the data active = inhibition above about 35%, passing the limit was not always enough;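 note: plate controls were DMSO wells with GST-MLLE for no effect and wells lacking GST-MLLE protein for full effect; some results filed as inactive read as strong as hits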
eLon inh = inhibitors of E. coli Lon protease | P0A9M0 | purified E. coli Lon protease, fluorescence polarization | inhibition, % at 7.94 µM | hit rate 0.42% among 360,000 | AID 602123; in the data active = inhibition above about 13%, passing the limit was not always enough;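 note: 0% = enzyme with probe and DMSO and 100% = no enzyme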
Target sequence (P0A9M0 whole entry, looked up): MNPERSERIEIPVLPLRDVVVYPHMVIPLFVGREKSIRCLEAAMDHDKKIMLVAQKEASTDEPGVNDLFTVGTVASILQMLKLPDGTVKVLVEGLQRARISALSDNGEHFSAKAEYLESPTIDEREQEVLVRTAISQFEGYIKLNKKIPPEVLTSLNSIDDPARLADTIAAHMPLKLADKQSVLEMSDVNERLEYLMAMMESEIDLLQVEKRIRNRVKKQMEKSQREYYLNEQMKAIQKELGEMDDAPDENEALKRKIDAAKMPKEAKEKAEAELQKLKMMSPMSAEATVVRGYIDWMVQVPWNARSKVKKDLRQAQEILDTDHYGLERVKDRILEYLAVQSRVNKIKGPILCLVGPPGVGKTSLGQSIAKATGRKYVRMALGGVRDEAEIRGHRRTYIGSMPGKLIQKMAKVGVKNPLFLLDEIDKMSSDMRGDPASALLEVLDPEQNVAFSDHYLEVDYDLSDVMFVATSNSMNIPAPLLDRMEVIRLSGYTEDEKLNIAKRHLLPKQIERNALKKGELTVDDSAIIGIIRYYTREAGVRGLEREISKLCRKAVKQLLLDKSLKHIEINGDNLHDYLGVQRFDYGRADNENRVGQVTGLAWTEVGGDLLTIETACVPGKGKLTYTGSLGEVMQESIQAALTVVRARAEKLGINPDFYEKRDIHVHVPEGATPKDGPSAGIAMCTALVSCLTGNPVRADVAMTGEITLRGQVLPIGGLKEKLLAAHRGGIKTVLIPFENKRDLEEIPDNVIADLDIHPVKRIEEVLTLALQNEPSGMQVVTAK
bovine MsrA act = activates bovine MsrA enzyme. purified bovine MsrA, absorbance read-out. activation, % at 10.6 µM. hit rate 0.3% among 360,000. AID 602163; in the data active = activation above about 7.5%;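 note: 0% = vehicle and 100% = reference activator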
CendR NRP1 mod = modulators of CendR peptide binding to human neuropilin-1. FAM-RPARPAR peptide binding to NRP-1, fluorescence polarization. inhibition, % at 25 µM. O14786. hit rate 0.85% among 360,000. AID 602438;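 active = inhibition or corrected inhibition above about 18%, plus a signal ratio from 0.5 to 1.5, limit read from the data, passing the limit was not always enough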; note: strong numbers were not always called active
SKN-1 inh = blocks SKN-1 activity in C. elegans | C. elegans VP596 Pgst-4::GFP/RFP ratio, acrylamide-induced, 24 h | inhibition, % at 21.8 µM | hit rate 0.49% among 360,000 | AID 624304;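 active = interference check ratio from 0.5 to 1.5 plus GFP to RFP signal ratio inhibition reaching or exceeding a fixed threshold, cut at about 30% in these data, passing the limit was not always enough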; note: some compounds called inactive have numbers as strong as hits
FAS-TE inh = inhibitors of human fatty acid synthase thioesterase domain. P49327. recombinant FAS-TE, OMFH fluorogenic substrate, fluorescence endpoint. inhibition, % at 15 µM. hit rate 0.67% among 360,000;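 active = compounds whose normalised, plate-corrected inhibition of enzyme fluorescence in the single-dose primary screen is 50% or more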;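 note: 0% = DMSO with enzyme and 100% = substrate without enzyme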
* marks the source's active call; other numbers are inactive results; i = inactive; / = not tested or not shown; + = active, no number.

SMILES	MT1-MMP act inh	Neddylation inh	Rin1 Abl inh	PABP1 MLLE inh	eLon inh	bovine MsrA act	CendR NRP1 mod	SKN-1 inh	FAS-TE inh
Cc1cc(-n2c(C)cc(C(=O)COc3cccnc3[N+](=O)[O-])c2C)no1	-31	i	-1	-25	12	-12	-8	0	1
O=C(Nc1ccc(-n2cccn2)cc1)C1CCCCN1Cc1cccc2c1OCO2 (configuration not stated)	-4	i	0	8	-3	-2	-4	13	9
Cc1ccc(OS(=O)(=O)c2ccc(N3C(=O)CCC3=O)cc2)cc1	4	i	1	7	0	-4	9	8	1
O=C(COCc1cc(-c2cccs2)on1)NC1CCCCC1	8	i	-2	11	1	0	1	2	3
COc1ccc2c(c1)CCc1cn[nH]c1-2	-1	i	2	-13	-4	0	1	16	-10
C=CCNCCOCCOc1ccccc1-c1ccccc1	-3	i	5	-6	8	-8	-1	1	-12
CN1CCN(Cc2ccc(Sc3ccc(Cl)cc3)c([N+](=O)[O-])c2)CC1	3	i	-2	7	6	-7	-10	-3	-7
COc1ccc(S(=O)(=O)N(C)CC(=O)N2CCN(C)CC2)cc1C	1	i	-2	14	4	-1	4	10	-5
O=C(NC(Cc1c[nH]c2ccccc12)C(=O)O)c1cccc(S(=O)(=O)N2CCCCC2)c1 (configuration not stated)	4	i	-1	8	-3	-7	-5	2	-12
CN(C1CCCCC1)S(=O)(=O)c1ccc(NC(=O)CCC(=O)O)cc1	2	i	-4	-5	0	-3	5	-11	-7
COCCN1C(=O)CCC1(C)C(=O)NC(C)(C)C (configuration not stated)	-5	i	2	10	0	2	6	12	-11
CCN(C(=O)CSc1nnc(NCCOC)s1)c1c(N)n(Cc2ccccc2)c(=O)[nH]c1=O	2	i	-2	8	5	-4	-6	2	-6
COc1ccnc(N2CCN(c3cccc(C(F)(F)F)c3)CC2)c1C#N	5	i	2	-4	-17	0	2	6	10
Cc1ccc(Nc2nnc(SC3CCOC3=O)s2)c(C)c1 (configuration not stated)	-1	i	-1	-30	3	-3	-13	8	-9
COc1ccccc1CC(NC(C)=O)C(=O)NC1CCN(C(=O)c2ccc([N+](=O)[O-])cc2)CC1 (configuration not stated)	1	i	-3	-3	3	-2	-4	-3	17
O=C(c1ccc(NS(=O)(=O)c2cccc(F)c2)cc1)N1CCCC1	0	i	0	6	-3	-4	2	14	-2
Cc1ccc(S(=O)(=O)Nc2cccc(C(=O)N3CCN(c4ccccc4O)CC3)c2)cc1F	1	i	1	-10	-9	-4	-12	-15	5
CC(=O)NCCCc1nc2ccccc2n1Cc1ccc(C)cc1	-1	i	-1	-8	-1	-3	-4	-7	-4
CCC(C(=O)Nc1ccccc1OC)n1c(C(=O)OC)cc2ccsc21 (configuration not stated)	-12	i	-2	-22	-1	0	8	5	30
Cc1ccc(CNC(=O)C2CCCN(c3cnccn3)C2)cc1 (configuration not stated)	0	i	-1	4	-10	-3	-1	4	-3
COc1cccc(CNC(=O)C(C)n2ccc3cc(S(=O)(=O)N4CCCCCC4)ccc32)c1 (configuration not stated)	3	i	-2	7	-3	1	8	4	17
Cc1cc(C)c2nc(NC(=O)c3cccc(S(=O)(=O)N4CCc5ccccc54)c3)sc2c1	-42	i	-1	-10	2	-3	8	0	70*
CCc1nnc(NC(=O)CCC(=O)N2CCN(c3cc(Cl)ccc3C)CC2)s1	5	i	1	8	0	-1	-7	18	4
Cc1cc(NCCN2CCOCC2)c2ccc3ccccc3c2n1	9	i	-6	0	-6	-12	17	2	-14
CC(=O)Nc1ccc(S(=O)(=O)NC2=NCN(c3ccc([N+](=O)[O-])cc3)CN2)cc1	0	i	2	28	-6	-8	5	-8	-2
CS(=O)(=O)N1CCN(c2ccnc3cc(Cl)ccc23)CC1	-1	i	-1	8	2	-10	1	9	0
CCOc1cc(NC(=S)NCC2CCCO2)c(OCC)cc1NC(=O)c1ccccc1C (configuration not stated)	9	i	-3	34	-4	0	5	3	2
COc1cc2ccccc2cc1C(=O)N(CCN(C)C)c1nc2c(F)cc(F)cc2s1	-6	i	2	0	-3	0	2	-2	19
CCCCCn1c(=O)[nH]c2cc(C(=O)N3CCN(c4ccccc4F)CC3)ccc2c1=O	2	i	0	-3	-6	0	11	19	-1
O=C(N/N=C/C(Cl)=C\c1ccccc1)c1cccs1	4	i	1	-14	-2	-3	-4	12	12
CC(NC(=O)c1ccccc1)C(=O)N/N=C/c1ccco1 (configuration not stated)	1	i	-1	10	4	-3	7	13	-3
COC(=O)C1=C(C(=O)OC)C2(OC1c1ccccc1C)C(=O)c1ccccc1C2=O (configuration not stated)	-2	i	4	-1	-5	-2	-4	7	6
CCC1CN(C(=O)NCc2cccc(OC)c2)c2cc(Cl)ccc2O1 (configuration not stated)	-5	i	-1	0	-2	5	-8	9	19
Cc1nc2ccc([N+](=O)[O-])cc2c(=O)n1Cc1ccccc1Br	5	i	-3	12	-1	-2	21	8	71*
O=C(NCCCN1CCCC1=O)c1ccc2c(=O)n(Cc3ccco3)c(=S)[nH]c2c1	1	i	1	-34	18*	-4	-14	28	0
O=C(Nc1ccccc1)Nc1ccc2ncoc2c1	2	i	1	13	-10	-15	4	-11	-4
Cc1ccc(/C([O-])=C(/C(=S)NCc2ccccc2)[n+]2ccccc2)cc1[N+](=O)[O-]	3	i	0	-36	-7	-2	5	-3	4
Cc1ccc([N+](=O)[O-])c(OCCn2cnc3ccccc32)c1	-5	i	2	9	-3	6	12	3	1
S=C(c1ccc(-c2ccc(Br)cc2)o1)N1CCCCC1	0	i	3	22	0	-4	-5	3	14
COCC(=O)N/N=C\c1ccccc1OC/C=C/c1ccccc1	-6	i	0	18	1	-3	-8	16	3
NC(=O)CCN(C(=O)c1cccc(S(=O)(=O)N2CCc3ccccc32)c1)c1ccccc1	-1	i	1	9	-6	-3	13	5	-3
COc1ccc(CCNC(=O)c2cccc(S(=O)(=O)NC(C)c3ccccc3)c2)cc1 (configuration not stated)	-3	i	-1	8	-8	-3	5	4	3
Cc1occc1C(=O)N/N=C/C1=C(N2CCOCC2)C(=C\c2ccc(Cl)cc2Cl)/CC1	-5	i	3	-20	-8	-6	90	0	-2
O=C(CSc1cn[nH]n1)Nc1cccc(C(=O)O)c1	-1	i	-1	35	-7	6	14	-4	-5
CCN(CC)S(=O)(=O)c1ccc(F)cc1	5	i	6	-17	2	-11	20	1	-5
O=C(OCC(=O)N1CCN(C(=O)COC(=O)c2ccncc2)CC1)c1ccncc1	-6	i	3	-22	3	-12	-2	-26	-15
O=C(c1ccc(F)cc1)C1CCN(Cc2cn[nH]c2-c2ccc(F)cc2)CC1	-2	i	2	4	1	0	-8	3	-1
Cc1cccc(C)c1N1C(=O)CC(Sc2ccccc2N)C1=O (configuration not stated)	0	i	0	24	-12	1	-2	4	-4
O=C(NC1CCCCCC1)c1nnc(Cc2ccc(Cl)cc2)o1	2	i	0	-1	0	-2	-4	7	7
CN(CC(=O)Nc1c(Cl)cccc1Cl)C(=O)c1cccn1C	0	i	0	9	3	-2	0	1	-4
(list continues)
SMILES	MT1-MMP act inh	Neddylation inh	Rin1 Abl inh	PABP1 MLLE inh	eLon inh	bovine MsrA act	CendR NRP1 mod	SKN-1 inh	FAS-TE inh
CCOc1ccc(Cl)cc1-c1cc(C(=O)Nc2ccc(F)cc2)[nH]n1	/	i	2	-9	2	-11	-24	-4	23
COc1cccc(C2CC(c3ccccc3Cl)Nc3nc(N)nn32)c1 (configuration not stated)	4	i	5	-6	-3	-15	1	6	-4
CC(C)[C@@H]1CN=C(N)N1C[C@@H]1CCCN1C[C@H](C)N1C[C@@H](Cc2ccccc2)N(CCc2ccc(Cl)c(Cl)c2)C1=N	4	i	-2	-3	-1	-5	-4	-14	-15
CCn1c(=O)cc(OCC(=O)NC2CC2)c2ccccc21	1	i	2	0	0	0	2	-6	-4
CCOCCCNC(=O)c1ccccc1SC	0	i	0	6	-2	-5	3	-8	-5
O=C(NCCCc1ccccc1)c1cccc(NC(=O)C2CCC2)c1	0	i	-3	0	-6	4	-6	-10	-4
OCC[C@@H]1C[C@H](O)[C@@H](O)[C@@]2(CCCO2)O1	-1	i	1	10	0	-3	24*	11	-16
Cc1ccc(NS(=O)(=O)c2cc(C(=O)NCc3ccncc3)ccc2C)cc1	0	i	-1	12	9	-4	4	21	0
CC(C)(C)OC(=O)N[C@H](C(=O)OC(C)(C)C)c1ccc2c(c1)OCO2	0	i	2	-4	-1	-1	13	7	5
COC(=O)c1sccc1NC(=S)N1CCCCC1	1	i	-1	-22	-2	-2	-4	-3	-2

A draw from above in order of formula weight, smallest number first.
SMILES	MT1-MMP act inh	Neddylation inh	Rin1 Abl inh	PABP1 MLLE inh	eLon inh	bovine MsrA act	CendR NRP1 mod	SKN-1 inh	FAS-TE inh
CCOCCCNC(=O)c1ccccc1SC	0	i	0	6	-2	-5	3	-8	-5
COC(=O)c1sccc1NC(=S)N1CCCCC1	1	i	-1	-22	-2	-2	-4	-3	-2
CCOc1ccc(Cl)cc1-c1cc(C(=O)Nc2ccc(F)cc2)[nH]n1	/	i	2	-9	2	-11	-24	-4	23
CC(C)[C@@H]1CN=C(N)N1C[C@@H]1CCCN1C[C@H](C)N1C[C@@H](Cc2ccccc2)N(CCc2ccc(Cl)c(Cl)c2)C1=N	4	i	-2	-3	-1	-5	-4	-14	-15

Next part:
SMILES	MT1-MMP act inh	Neddylation inh	Rin1 Abl inh	PABP1 MLLE inh	eLon inh	bovine MsrA act	CendR NRP1 mod	SKN-1 inh	FAS-TE inh
CC(=O)c1ccc(S(=O)(=O)N2CCN(CCOc3ccccc3)CC2)cc1	1	i	3	6	1	0	-2	-11	6
CC1=C(C(=O)Nc2ccccc2)C(c2cccs2)NC(=O)N1 (configuration not stated)	-1	i	0	1	-4	-3	6	-5	-3
CCCn1cc(CN2CCN(Cc3ccc(C)o3)C(CCO)C2)c(C)n1 (configuration not stated)	3	i	-4	-7	-5	0	12	-2	-4
COC(=O)c1ccccc1NC(=O)N1c2ccccc2CC1C (configuration not stated)	-3	i	-2	-6	-3	-1	2	-5	25
CCc1ccc(Nc2ccc(C(N)=O)cc2[N+](=O)[O-])cc1	5	i	-6	5	9	-4	-5	-12	8
Nn1cnc2c(ncn2C2OC(CO)C(O)C2O)c1=O (configuration not stated)	9	i	1	-2	-5	-2	12	14	-4
CCN1C[C@@H]2[C@@H]3C(=O)N(C)C(=O)[C@@H]3[C@](C)(C1=O)N2C(=O)c1ccccc1	0	i	3	5	-9	0	15	1	-9
Cc1ccc(CC(=O)N2CCN(C(=O)C3CCCO3)CC2)cc1 (configuration not stated)	1	i	0	-2	-9	-4	4	8	-2
Fc1cccc(CSc2ccc3nnc(-c4ccccn4)n3n2)c1	1	i	1	2	19	-15	7	-6	4
COc1cccc(NC(=O)CCC2CCN(C(=O)C(OC)c3ccccc3)CC2)c1 (configuration not stated)	2	i	-2	8	-7	-2	-11	13	-9
O=C(COC(=O)c1cc(Cl)cc(Cl)c1)NCc1ccco1	0	i	3	-4	-3	-3	10	-12	6
COc1ccc(C2=Cc3ccc(OC(C)=O)cc3OC2)cc1	5	i	0	-11	-9	-1	3	23	-4
COc1ccc(-n2c(Cc3cccn3C)nnc2SCC(=O)Nc2cccc(NC(C)=O)c2)cc1	9	i	9.1*	-35	-12	-9	-2	4	-10
CCN(CC)CCNC(=O)c1cc2c(=O)n(C)c3ccccc3c2n1C	2	+	0	-3	6	-2	-12	2	-3
